# From PubChem
# GSTO1 inh: GSTO1 inhibition, counter-screen for RBBP9 inhibitors; P78417; recombinant GSTO1, activity-based probe fluorescence polarization; inhibition, % at 5.96 µM; 300,000 tested, 1.1% active; AID 1974;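 active means inhibition above the campaign mean inhibition plus 3 SD, cut at about 35% in these data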;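 further: 0% = GSTO1-1 with DMSO and 100% = wells lacking GSTO1-1 enzyme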
# MCL1-BIM inh: MCL1-BIM-BH3 interaction inhibition (human) | inhibition, % at 10.9 µM | 320,000 tested, 0.68% active | Q07820 | AID 2057 | GST-MCL1 / FITC-Bim-BH3 fluorescence polarization;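 active means inhibition above the mean inhibition of all tested compounds plus 3 SD, set per campaign, cut at about 40% in these data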;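 further: 0% = DMSO wells and 100% = unlabeled Bim-BH3 peptide control; higher means more loss of mP so more displacement of Bim peptide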
# Target sequence (Q07820 whole entry, looked up): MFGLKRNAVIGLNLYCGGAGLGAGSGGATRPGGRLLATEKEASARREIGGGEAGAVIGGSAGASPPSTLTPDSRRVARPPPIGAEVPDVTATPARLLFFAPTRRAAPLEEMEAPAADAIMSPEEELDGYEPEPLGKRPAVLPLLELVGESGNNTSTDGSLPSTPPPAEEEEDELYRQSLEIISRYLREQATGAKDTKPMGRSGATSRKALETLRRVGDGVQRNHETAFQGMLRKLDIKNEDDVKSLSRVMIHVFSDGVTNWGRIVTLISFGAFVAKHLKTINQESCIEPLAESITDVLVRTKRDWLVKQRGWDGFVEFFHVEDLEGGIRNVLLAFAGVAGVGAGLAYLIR
# MEX-5 binding: C. elegans MEX-5 TCR-2 RNA binding activity | Q9XUB2 | MEX-5/FITC-TCR2 RNA binding, fluorescence polarization; active compounds read low | activity score (negative = inhibition of binding), % at 10 µM | 300,000 tested, 0.38% active;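 active means inhibition past about -25% in most replicates, and total fluorescence under double the plate's negative control median, limit read from the data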;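 further: 0% = DMSO and -100% = 5 µM competing unlabeled TCR2 RNA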
# PME-1 primary: PME-1 (human) inhibition; recombinant PME-1, FP-Rh probe fluorescence polarization; inhibition, % at 5.9 µM; 320,000 tested, 0.53% active;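 active means inhibition above the campaign mean of all compounds plus 3 SD, cut at about 26% in these data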;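 further: competitive labeling of PME-1 active site by serine hydrolase directed probe; 0% = PME-1 with DMSO and 100% = wells lacking PME-1 enzyme; inhibitors block probe labeling so polarization falls and inhibition rises; many of its hits are not listed in these tables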
# Target sequence (Q9Y570 whole entry, looked up): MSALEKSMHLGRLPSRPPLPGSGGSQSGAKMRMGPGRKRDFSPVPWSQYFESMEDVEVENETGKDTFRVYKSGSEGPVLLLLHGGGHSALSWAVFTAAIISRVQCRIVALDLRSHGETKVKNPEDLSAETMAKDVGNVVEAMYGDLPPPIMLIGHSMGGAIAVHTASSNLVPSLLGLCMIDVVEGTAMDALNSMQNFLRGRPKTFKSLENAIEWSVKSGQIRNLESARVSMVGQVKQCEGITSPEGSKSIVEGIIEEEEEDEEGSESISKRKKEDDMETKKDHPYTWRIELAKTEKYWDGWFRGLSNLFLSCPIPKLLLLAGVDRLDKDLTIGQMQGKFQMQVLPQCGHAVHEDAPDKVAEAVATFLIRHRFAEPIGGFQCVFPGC
# Fam108B inh: Fam108B inhibition, counter-screen for RBBP9 inhibitors | recombinant Fam108B, FP-Rh probe fluorescence polarization | inhibition, % at 9.51 µM | 300,000 tested, 0.33% active | AID 1947;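 active means inhibition above the screen mean inhibition plus 3 SD, computed separately per campaign, cut at about 18% in these data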;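 further: inhibitors lower polarization as less probe binds the enzyme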
# GLD-1 RNA inh: GLD-1-TGE RNA interaction inhibition (C. elegans) | Q17339 | purified GLD-1 + fluorescein TGE RNA, fluorescence polarization | inhibition, % at 5.96 µM | 320,000 tested, 0.44% active;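 active means percent inhibition above a per-plate cutoff, the plate mean of test compounds plus 3 SD, cut at about 30% in these data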;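 further: 0% = DMSO wells with GLD-1 and probe and 100% = wells lacking GLD-1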
# Bcl-xL primary: Bcl-xL (human) inhibition; Q07817; GST-Bcl-xL / FITC-Bim BH3 peptide fluorescence polarization; inhibition, % at 10.9 µM; 320,000 tested, 0.7% active; AID 2129;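 active means inhibition above the mean of all tested compounds plus 3 SD, cutoff set per campaign, cut at about 30% in these data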;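 further: 0% = DMSO wells and 100% = unlabeled Bim-BH3 peptide competitor; inhibitors lower millipolarization by displacing the labeled peptide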
# Target sequence (Q07817 whole entry, looked up): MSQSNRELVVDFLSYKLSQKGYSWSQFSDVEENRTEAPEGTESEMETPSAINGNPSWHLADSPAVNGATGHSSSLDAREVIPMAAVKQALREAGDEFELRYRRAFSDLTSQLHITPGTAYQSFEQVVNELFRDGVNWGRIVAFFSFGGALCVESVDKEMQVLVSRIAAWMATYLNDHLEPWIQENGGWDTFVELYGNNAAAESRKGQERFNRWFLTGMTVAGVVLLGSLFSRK
# PAD4 inh: inhibitors of human PAD4; Q9UM07; recombinant PAD4, RCA probe fluorescence polarization; inhibition, % at 6.36 µM; 330,000 tested, 0.41% active;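 active means percent inhibition above a cutoff equal to the mean of all tested compounds plus 3 SD, cut at about 15% in these data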;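 further: 0% = PAD4 with RCA probe and DMSO and 100% = probe without PAD4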
# TPT1 inh: blocks Candida albicans tRNA 2'-phosphotransferase | recombinant caTPT1, FP RNA substrate dephosphorylation | inhibition, % at 5 µM | AID 1962 | 300,000 tested, 0.81% active;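 active means inhibition above the mean of all tested compounds plus 3 SD, set per screening campaign, cut at about 24% in these data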;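 further: plate controls were DMSO alone for no effect and ferristatin control at 100 nM for full effect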
# * = called active by the depositor; nt = not tested or not shown.
SMILES,GSTO1 inh,MCL1-BIM inh,MEX-5 binding,PME-1 primary,Fam108B inh,GLD-1 RNA inh,Bcl-xL primary,PAD4 inh,TPT1 inh
COc1ccccc1CCC(=O)Nc1cc(S(=O)(=O)N2CCCCC2)ccc1N1CCN(C)CC1,12,-23,-0.4,-11,-1,-2,-11,7,4
CN(Cc1ccccc1)C(=O)CN1C(=O)c2ccc([N+](=O)[O-])cc2C1=O,1,-2,0.9,-1,-6,-3,-1,-7,-1
O=c1[nH][nH]c(C(F)(F)F)c1C=NCc1cccc(Cl)c1,13,1,2.0,-6,1,10,5,-1,-5
O=C1CN(C(=O)COc2ccccc2)c2ccccc2N1,-4,-2,-1.1,3,2,1,-1,-1,-7
FC(F)(F)c1cc(-c2ccccc2)nc(N2CCCCCC2)n1,2,4,-2.5,-8,-4,2,5,4,0
Cc1c(C)c(C)c(S(=O)(=O)Nc2ccc3[nH]c(=O)[nH]c3c2)c(C)c1C,-6,5,0.3,6,4,4,4,-2,1
Cc1nc2c(ncn2-c2ccccc2)c(=O)n1NC(=O)CN1CCCC1,4,11,2.9,0,5,-3,7,2,-7
O=C(Nc1cc(S(=O)(=O)N2CCCCCC2)ccc1OCC(F)(F)F)c1cnccn1,nt,5,nt,3,nt,10,0,-2,nt
COc1cc(C(=O)N/N=C/c2ccc(OC(=O)c3ccccc3Cl)cc2)ccc1O,-5,3,-1.9,4,8,0,2,-4,-1
CCC(=O)N(Cc1cc2ccccc2[nH]c1=O)c1ccc(OC)cc1,6,1,-2.5,-1,-2,6,4,2,-4
COC(=O)c1ccccc1NC(=S)NC(=O)COc1ccc(C)cc1,-13,8,-1.4,-23,4,1,5,3,-1
Cc1nn(CCCC(=O)Nc2ccccn2)c(C)c1[N+](=O)[O-],7,3,-1.1,0,-2,1,7,4,-5
O=C(NCC(O)COc1ccc([N+](=O)[O-])cc1)Nc1ccccc1 (stereo not drawn),-6,6,-2.9,11,-1,-2,0,1,3
CNC(=O)C1CCN(S(=O)(=O)c2c(C)noc2/C=C/c2ccc(OC)cc2)CC1,0,-1,0.9,-3,-5,2,-3,0,0
Cc1ccc(N(C(=O)CNC(=O)c2ccco2)C(C(=O)NC2CCCC2)c2cccnc2)c(C)c1 (stereo not drawn),-1,-4,0.0,-2,-1,3,3,-1,-1
COC(=O)CSC1=C(C#N)C(c2ccccc2F)CC(=O)N1 (stereo not drawn),2,-4,-0.1,-4,3,3,-1,-1,-1
O=C(CCn1c(=O)sc2ccccc21)Nc1nccs1,7,5,-1.2,3,11,0,7,-2,-4
COc1ccc(-n2nc3c(c2NC(=O)c2cc4ccccc4o2)CS(=O)(=O)C3)cc1,-1,4,2.5,4,2,-6,0,-7,0
Cc1ccccc1C(=O)N1CCN(c2ncnc3c2cnn3-c2ccccc2)CC1,2,2,2.5,4,1,-1,7,-1,-4
COc1ccc(CNC(=O)C2CCN(S(=O)(=O)N3CCCCC3)CC2)c(OC)c1,-25,0,-1.3,5,0,8,5,0,1
CC1(C)C2CC=C(/C=N/NC(=S)Nc3cccnc3)C1C2 (stereo not drawn),-2,5,-0.4,2,-3,-3,-1,-6,-5
CC(C)C[C@@H](CSc1ccc(Br)cc1)N1CCN(C)CCC1=O,12,1,-2.2,4,-3,7,5,-2,1
CC(C)(C)c1ccc(OCC(=O)NCCN2CCOCC2)cc1,6,2,-0.2,-4,2,2,-1,1,0
COc1ccc(CCN2C(=O)CN(Cc3ccccc3)CC2=O)cc1OC,6,-6,-0.4,1,0,9,0,-1,0
Cc1ccccc1P(=O)(CO)c1ccccc1C,3,-1,-2.2,0,-5,1,-5,-7,4
CC(C)Oc1ccc(C(=O)CCN2CCCCC2)cc1,-4,9,0.7,0,1,3,4,-2,-3
O=C(Nc1cc([N+](=O)[O-])ccc1O)c1ccc2c(c1)C(=O)N(Cc1ccco1)C2=O,1,8,-5.1,12,7,-1,8,2,3
Cc1ccc(-c2nn(C)c(=O)c3ccccc23)cc1CNS(C)(=O)=O,5,-3,-0.4,3,0,-4,-1,1,-1
CCOC(=O)N1CCC(NC(=O)C(NS(=O)(=O)c2cccc3nsnc23)c2ccccc2)CC1 (stereo not drawn),-6,-2,0.6,-2,-5,7,-1,-25,0
CCN(CC)S(=O)(=O)c1cccc(-c2nnc(SCC(=O)c3cc(C)n(C4CC4)c3C)o2)c1,-2,2,0.6,1,1,4,-2,1,-2
CC(=O)Nc1c([N+](=O)[O-])cc2[nH]c(=O)[nH]c2c1[N+](=O)[O-],2,9,-3.2,4,2,1,4,-5,-2
Cc1cc(=O)oc2c1c(C)nn2-c1cccc(Cl)c1,9,6,-5.0,0,-3,-7,0,1,-3
Cc1ccc(N2CC(C(=O)Nc3ccncc3)CC2=O)cc1 (stereo not drawn),3,4,1.2,5,-1,2,4,1,-2
CN(Cc1nc2ccccc2c(=O)[nH]1)c1ccccc1,6,2,-0.1,5,1,-4,2,5,5
Cc1ccc(-c2cc(C(=O)Nc3ccc(S(=O)(=O)Nc4onc(C)c4C)cc3)c3ccccc3n2)cc1,21,-6,1.4,-1,1,0,7,-1,5
Cc1nc(NC(=O)C2CCCCC2C(=O)O)sc1C (stereo not drawn),-2,3,-4.9,-1,0,0,4,1,-4
O=C(CCn1c(=O)c2cccn2c2cccnc21)N1CCN(c2cccc(Cl)c2)CC1,1,7,-3.7,1,0,4,8,-4,-3
Cn1ccnc1-c1nnn(-c2ccc(Cl)c(Cl)c2)n1,5,0,-1.4,2,0,2,6,-2,0
O=C(NCCCO)c1ccc2[nH]c3c(c2c1)CCCC3,2,-6,-3.3,-2,-1,5,0,-2,0
CC(Sc1ccsc1[N+](=O)[O-])C(=O)NCc1ccccc1 (stereo not drawn),9,7,0.1,14,0,1,3,-3,2
C[C@H](NS(=O)(=O)c1ccc(Cl)c(Cl)c1)C(=O)OCc1cc(=O)n2cc(Br)ccc2n1,6,2,0.3,-2,2,0,-1,2,-3
COCCNC(=S)N(CCc1c(C)[nH]c2ccc(C)cc12)Cc1cc(OC)c(OC)c(OC)c1,0,2,-0.9,7,0,1,-1,4,-3
CC(C)c1cc(NC(=O)CSc2nnc(-c3ccccc3F)n2C)on1,4,0,1.1,-1,-3,5,1,-2,-1
Cc1nc2ccc(S(=O)(=O)NC(C(=O)NC3CCCC3)C(C)C)cc2s1 (stereo not drawn),-1,7,1.5,2,1,-4,2,1,-2
COC(=O)c1c(NC(=O)c2cccs2)sc2c1CCCC2,4,19,-3.7,2,-7,11,5,1,-1
Cc1cccc(Cc2nnc(CCC(=O)N3CCCC(CN4CCOCC4)C3)o2)c1 (stereo not drawn),7,-2,1.0,-6,1,-3,3,-3,3
Cc1cc(C)n(Cc2ccc(C(=O)Nc3cccc(Br)c3)o2)n1,2,0,0.4,-4,-5,3,3,-4,-3
O=C(C1CCN(S(=O)(=O)c2cccs2)CC1)N1CCN(c2ccccc2)CC1,5,2,-0.8,14,3,-1,7,0,0
O=C(Nc1cccc(-c2csc(Nc3cccc(C(F)(F)F)c3)n2)c1)c1ccccc1,-12,8,3.0,-14,1,5,5,1,-2
O=C(C1=C(O)C(=O)N(CCN2CCOCC2)C1c1ccccn1)c1cccs1 (stereo not drawn),7,21,-3.7,-5,1,3,13,-2,2
O=C(Nc1nncs1)c1c(F)c(F)c(F)c(F)c1F,1,8,-0.8,2,6,11,5,1,-1
CC(C)Oc1ccc(CCc2nnc(SCC(=O)O)n2-c2ccccc2)cc1,2,-10,-1.0,4,-6,3,2,-1,-6
CC(C)N(CCCNC(=O)c1ccc(CS(=O)(=O)c2c(Cl)cccc2Cl)o1)Cc1ccccc1,-2,-2,-1.3,-2,0,1,5,1,-1
CC(=O)c1cccc(Nc2nc(-c3cccc([N+](=O)[O-])c3)cs2)c1,-3,3,2.3,4,1,3,-2,3,-7
CCCN(CCC)S(=O)(=O)c1ccc(NS(=O)(=O)c2ccc(F)cc2)cc1,2,-3,-1.6,-3,-4,3,0,-1,0
CC(Oc1ccc(Cl)cc1)C(=O)NNC(=S)NC(=O)c1ccco1 (stereo not drawn),-14,17,-2.0,-3,-1,2,10,-1,-3
CC(C)(C)c1nc(NCC2CCCO2)c2nnn(Cc3ccccc3)c2n1 (stereo not drawn),-4,-5,1.9,1,5,5,-1,-1,-3
O=S(=O)(c1ccc(F)cc1)N1CCC2(CC1)OCCO2,21,3,3.2,1,3,-3,9,6,0
CC(C)[C@H](NC(=O)c1ccco1)C(=O)OCC(=O)N(C)c1ccccc1,4,2,-1.2,3,3,-2,-1,1,2
C/C(=N\NC(=O)c1cccc(C)c1)c1ccc(N2CCOCC2)cc1,9,1,-9.0,2,2,8,-1,-4,-3
# (listing goes on)
SMILES,GSTO1 inh,MCL1-BIM inh,MEX-5 binding,PME-1 primary,Fam108B inh,GLD-1 RNA inh,Bcl-xL primary,PAD4 inh,TPT1 inh
COc1ccc(C(=O)N2CCCC(c3nc(-c4cccs4)no3)C2)cc1 (stereo not drawn),2,-3,nt,3,0,4,-7,-2,0
COc1ccccc1NC=C1C(=O)OC(C)(C)OC1=O,-7,-5,-0.9,3,0,-3,1,-3,-4
O=C(Nc1ccc(F)cc1)C(Cc1ccccc1)n1cccc1 (stereo not drawn),3,0,-1.0,6,-1,3,-2,3,-1
COc1ccc(C(=O)NC(=S)NCC2CCCO2)cc1 (stereo not drawn),2,7,1.8,-3,-3,-3,6,1,-2
CCOC(=O)C(C)Sc1ncc(OC)c(Sc2ccc(Cl)cc2)n1 (stereo not drawn),-10,2,-1.2,7,-3,0,2,-3,-1
CSc1ccc(CN2CCC(Oc3ccc(C(=O)N4CCCC4)cc3)CC2)cc1,2,-4,-0.9,4,-5,-7,1,1,-2
c1ccc(CSc2nc3ccccc3[nH]2)cc1,6,-3,0.0,-15,-7,5,-3,-7,-3
COc1ccccc1CNc1ccc(Br)cn1,-3,-6,1.1,0,-3,-94,7,0,12
C=CCc1cccc2cc(C(=O)N3CCN(C(=O)OCC)CC3)c(=O)oc12,-1,2,2.0,0,4,1,6,2,-3
c1ccc(CNC2=NCCCC2)cc1,-3,-6,-1.0,0,-2,-7,-2,-5,0
Cc1cc(C)c2c(N)c(C(=O)Nc3ccccc3Cl)sc2n1,-2,9,0.7,-1,-2,3,4,5,1
O=C(Cc1cccc(C(F)(F)F)c1)Nc1ccc(S(=O)(=O)N2CCCC2)cc1,8,2,1.0,-7,-3,3,-1,0,0
COn1c(=O)c(-c2ccccc2)[n+]([O-])c2ccccc21,4,-2,-0.3,1,14,5,3,-2,-3
Cn1ccnc1Sc1cc(Cl)ccc1[N+](=O)[O-],-1,3,1.0,2,-2,8,-1,-6,-1
O=C(CCC(=O)OCc1ccc(Cl)cc1)Nc1cccc([N+](=O)[O-])c1,1,-1,0.2,5,0,7,-1,-3,0
Cc1nn(C)c(C)c1C1C(C#N)=C(N)OC2=C1C(=O)CC(C)(C)C2 (stereo not drawn),9,4,-0.2,0,-1,1,0,-1,1

# 3 of the compounds above, with two lines to a compound:
# Screens in order: GSTO1 inh	MCL1-BIM inh	MEX-5 binding	PME-1 primary	Fam108B inh	GLD-1 RNA inh	Bcl-xL primary	PAD4 inh	TPT1 inh
Cn1ccnc1Sc1cc(Cl)ccc1[N+](=O)[O-]
    -1	3	1.0	2	-2	8	-1	-6	-1
Cc1nn(C)c(C)c1C1C(C#N)=C(N)OC2=C1C(=O)CC(C)(C)C2 (stereo not drawn)
    9	4	-0.2	0	-1	1	0	-1	1
COn1c(=O)c(-c2ccccc2)[n+]([O-])c2ccccc21
    4	-2	-0.3	1	14	5	3	-2	-3

# A portion of the library; rates above refer to the full screens.
